# HSF-1 act – increases HSF-1 driven luciferase reporter signal. activation, % at 9 µM. NIH3T3-HGL HSF-1 luciferase reporter, MG132, 8 h; 100% = twice DMSO control signal. 1.7% of 300,000 active;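 active = mean replicate activation of at least 50% with a set share of replicates each reaching 50%; inconclusive = only one of those two conditions met; inactive = mean below 50% and too few replicates reaching it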;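 also: 0% = median of the neutral control wells and 100% = twice that signal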
# KLF5 inhibitor – inhibitors of KLF5 expression; DLD-1 KLF5 promoter-luciferase reporter, luminescence; inhibition, % at 5 µM; 0.23% of 290,000 active; AID 1700;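 active = inhibition above a per-plate limit of that plate's mean compound inhibition plus 3 SD, cut at about 60% in these data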;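 also: 0% = DMSO wells and 100% = LY294002 at 200 µM; higher means less KLF5 promoter-driven luciferase light; inactives centre near -14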
# aSyn 5UTR inh – 5' untranslated region of α-synuclein, MLPCN primary screen; 0.82% of 300,000 active; inhibition, % (tested at 7.5 µM); alpha-synuclein 5'UTR reporter, inhibitor activity; AID 1813; in the data active = inhibition above about 60%; inconclusive = no clear call, values can overlap the other calls;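 also: H4 neuroglioblastoma cells stably carrying SNCA 5'UTR luciferase fusion; 0% = DMSO wells and 100% = positive control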
# HSF1 inh – HSF1 inhibition; NIH3T3-HGL HSE-luciferase, MG132-induced, luminescence 8 h; stronger effect = lower value; activity change, negative = inhibition, % at 7.5 µM (by protocol); 0.77% of 300,000 active; AID 2098;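 active = more than half of replicate wells show activity change below -50%, luminescence cut by over half; inconclusive = some wells, but at most half, below -50%; inactive = no replicate well below -50%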;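 also: luciferase reports HSF-1 transcriptional activity via heat shock element; 0% = median of DMSO wells and -100% = zero luminescence signal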
# HIF act – HIF pathway transcriptional activation. 0.32% of 300,000 active. activation, % at 7.5 µM (by protocol). U2OS HRE-luciferase reporter, luminescence; normalized: DMSO 0%, desferrioxamine 100%;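 active = mean activation of at least 10% of the iron chelator positive control signal, with at least half of replicates also reaching 10%; inconclusive = mean and replicate majority disagree about reaching 10%; inactive = mean and most replicates under 10%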
# HSP90 inh – HSP90 refolding inhibition in rabbit reticulocyte lysate. luciferase refolding luminescence, 3 h. inhibition, % at 5.6 µM. 0.91% of 290,000 active. AID 1789;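 active = inhibition above the screen-wide mean plus 3 SD, computed separately per campaign, cut at about 16% in these data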;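 also: 0% = DMSO wells and 100% = 60 µM geldanamycin wells; inhibitors lower the luminescence because luciferase stays unfolded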
# AI-2 QS mod – Vibrio harveyi AI-2 quorum sensing modulation; Vibrio harveyi JMH597 AI-2 luminescence/OD600 ratio, 9 h; stronger effect = lower value; strain lacks LuxN and CqsS sensors; 0 = neutral-control median; 0.4% of 300,000 active; activity change, % at 7.5 µM; in the data active = activity change below about -75%, passing the limit was not always enough; inconclusive = no clear call, values can overlap the other calls;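 also: luminescence divided by OD600 gain over 9 h not by final OD600 alone; inactives centre near 13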
# Platelet DG rel – modulates dense granule release in human platelets; inhibition, %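 (compounds screened at 7.5 µM in platelet-rich plasma)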; 0.22% of 300,000 active; human platelet-rich plasma, SFLLRN dense granule ATP release, luminescence; AID 1663;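 active = mean replicate score, as percent of positive control, at or above 50; inconclusive = mean below 50 but at least one replicate at or above 50; inactive = mean and every replicate below 50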
# IEC-6 tox – kills IEC-6 intestinal cells in KLF5 counter-screen; IEC-6 cytotoxicity, luminescence viability; inhibition, % at 5 µM; 0.78% of 290,000 active; in the data active = inhibition above about 22%;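 also: 0% = plate median of test compound wells and 100% = cytotoxic reference compound wells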
# SKKanGAS inh – blocks kanamycin growth of S. pyogenes SKKanGAS strain; BacTiter-Glo, 6 h; inhibition, % at 7.5 µM; 1.3% of 300,000 active;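 active = mean replicate score, as percent of positive control median, at least 50; inconclusive = mean below 50 but one replicate at or above 50; inactive = mean and every replicate below 50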;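 also: strain carries kanamycin resistance gene driven by streptokinase promoter and grows in 40 µg/ml kanamycin; loss of luminescence reflects streptokinase promoter inhibition or plain growth inhibition; 0% = median of DMSO wells and 100% = positive control at its reference dose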
# The depositor's hits bear a star; ? = inconclusive; nt = no result given. Random draw from the library; overall some 6% were active at least once.
# Start of the listing, in advance:
SMILES,HSF-1 act,KLF5 inhibitor,aSyn 5UTR inh,HSF1 inh,HIF act,HSP90 inh,AI-2 QS mod,Platelet DG rel,IEC-6 tox,SKKanGAS inh
Cc1cccc(NC(=O)c2cc(-c3ccccn3)nc3ccccc23)c1C,46,-15,-34,8,-1.1,4,3,-2,-3,-1
CCOC(=O)C1(Cc2ccccc2C(F)(F)F)CCN(CC(O)CO)CC1 (stereo unspecified),-2,-15,15,-6,0.1,-2,10,12,-6,3
CNc1c([N+](=O)[O-])cnn1-c1ccccc1F,18,-47,-15,11,0.9,-3,4,-1,-5,6
Cc1cc2oc(C(=O)Nc3ccc(S(=O)(=O)Nc4ncccn4)cc3)cc(=O)c2cc1Cl,1,-6,-4,-2,0.1,-6,15,3,-2,14
CCOc1cccc(=O)c2c(C)n(CC3CCCO3)c(C)c12 (stereo unspecified),9,-3,13,1,-0.3,4,4,4,-3,6
CCCCn1nnc(NC(=S)NC(=O)c2cccs2)n1,23,-52,-114,22,0.5,7,0,2,-1,-6
Cn1c(=O)n(C)c2cc([N+](=O)[O-])c(N3CCN(C(=O)c4ccc(F)cc4)CC3)cc21,-1,-31,9,-2,-0.6,-1,8,2,-11,-1
CCOCC(=O)Nc1nnc(COC)s1,-10,3,3,-4,-0.8,-1,43,-1,-2,-7
CC(=O)Oc1cccc(NC(=O)c2cccc(C(=O)Nc3cccc(OC(C)=O)c3)c2)c1,0,-18,6,-1,-0.1,-1,-8,-4,-7,0
Cc1cn(-c2ccc(Br)cc2)[nH]c1=O,26,-21,-79,20,0.6,-2,28,-3,-2,1

# The listing, previewed entries included:
SMILES,HSF-1 act,KLF5 inhibitor,aSyn 5UTR inh,HSF1 inh,HIF act,HSP90 inh,AI-2 QS mod,Platelet DG rel,IEC-6 tox,SKKanGAS inh
Cc1cccc(NC(=O)c2cc(-c3ccccn3)nc3ccccc23)c1C,46,-15,-34,8,-1.1,4,3,-2,-3,-1
CCOC(=O)C1(Cc2ccccc2C(F)(F)F)CCN(CC(O)CO)CC1 (stereo unspecified),-2,-15,15,-6,0.1,-2,10,12,-6,3
CNc1c([N+](=O)[O-])cnn1-c1ccccc1F,18,-47,-15,11,0.9,-3,4,-1,-5,6
Cc1cc2oc(C(=O)Nc3ccc(S(=O)(=O)Nc4ncccn4)cc3)cc(=O)c2cc1Cl,1,-6,-4,-2,0.1,-6,15,3,-2,14
CCOc1cccc(=O)c2c(C)n(CC3CCCO3)c(C)c12 (stereo unspecified),9,-3,13,1,-0.3,4,4,4,-3,6
CCCCn1nnc(NC(=S)NC(=O)c2cccs2)n1,23,-52,-114,22,0.5,7,0,2,-1,-6
Cn1c(=O)n(C)c2cc([N+](=O)[O-])c(N3CCN(C(=O)c4ccc(F)cc4)CC3)cc21,-1,-31,9,-2,-0.6,-1,8,2,-11,-1
CCOCC(=O)Nc1nnc(COC)s1,-10,3,3,-4,-0.8,-1,43,-1,-2,-7
CC(=O)Oc1cccc(NC(=O)c2cccc(C(=O)Nc3cccc(OC(C)=O)c3)c2)c1,0,-18,6,-1,-0.1,-1,-8,-4,-7,0
Cc1cn(-c2ccc(Br)cc2)[nH]c1=O,26,-21,-79,20,0.6,-2,28,-3,-2,1
COc1ccc(-c2n[nH]c(=S)n2N)c(OC)c1,0,15,18,-5,-0.5,3,10,-9,2,0
Cn1cccc1Cc1nnc(SCC(=O)N2CCCc3ccccc32)n1-c1ccc(F)cc1,4,-1,-13,-3,0.1,-6,19,5,-2,-12
Cn1c(CN2CCCC2)nc2cc(NC(=O)COc3ccccc3)ccc21,10,-36,-8,11,0.5,3,21,?,-1,-5
CC(CC(C)C(=O)Nc1ccccc1C(C)(C)C)C(=O)O (stereo unspecified),nt,11,nt,nt,nt,0,8,nt,3,1
Cc1ccc(-c2cc(=O)[nH]c3ccccc23)cc1,0,-7,38,4,-0.1,-1,11,-5,6,-1
O=C(C1CCCN(Cc2ccccc2F)C1)N1CCCCC1 (stereo unspecified),-1,-26,-4,-2,1.4,1,3,-2,4,3
O=C(NCCN1CCOCC1)C(=O)NCC1OCCN1S(=O)(=O)c1ccccc1 (stereo unspecified),-4,-8,8,-5,0.1,-7,21,14,-6,-3
CC(C)Oc1cccc(C(=O)C2CCCN(C(=O)c3noc4c3CCCC4)C2)c1 (stereo unspecified),17,2,-5,10,-0.1,1,3,3,7,9
Cc1cc(/C=N/n2cnnc2)c(C)n1-c1ccc2c(c1)OCO2,-15,15,-41,1,0.2,1,20,-2,2,-2
CCC(C)(C)n1nnnc1C(c1ccc(O)c(OC)c1)N1CCc2ccccc2C1 (stereo unspecified),-10,4,17,9,-1.7,2,23,1,5,-4
CCCCCNC(=O)c1cc(S(=O)(=O)N2CCCC2)ccc1F,-2,-8,-5,-4,-0.1,2,16,-2,7,1
CC(C)NC(=O)c1ccc(-n2c(=S)[nH]c3ccccc3c2=O)cc1,2,-5,-15,-6,0.4,-2,41,9,-5,3
COc1ccc(OC)c(C(=O)CSc2nnc(-c3cccnc3)n2C)c1,-2,3,-9,6,0.1,0,365,45,-1,0
COc1ccc(NC(=O)C2CCN(c3nnnn3-c3ccccc3)CC2)cc1,-14,11,30,-4,-0.3,0,3,-2,4,-1
Cc1ccc(-c2cc(C(=O)NCCCN3CCOCC3)c3ccc(Cl)c(C)c3n2)cc1,-58,-37,7,-45,-0.6,-7,11,4,-1,11
COCCC(=O)N1CCC(Oc2ccc(C(=O)NCc3ccon3)cc2)CC1,-9,-30,-5,6,0.2,-2,60,-2,-1,-3
C=CCNC(=S)NNC(=O)Cn1c(-c2ccccc2)cc(=O)n2ncnc12,-3,-21,0,1,0.1,0,12,-2,-2,-4
COc1cc(NC(=O)c2ccco2)ccc1NC(=O)c1ccccc1Cl,0,-19,10,4,0.1,-2,35,-35,5,1
CCOC(=O)c1ccc2c(c1)C1C=CCC1C(C(=O)OCC)N2 (stereo unspecified),2,-15,3,3,0.5,-3,17,6,-4,24
CCCCC1=CC2=C(c3ccco3)C(=O)C(C)(OC(=O)c3ccc(OC)cc3)C(=O)C2=CN1Cc1ccc(OC)cc1 (stereo unspecified),7,nt,23,1,-1.5,nt,8,11,nt,6
O=C(CCN1C(=O)c2ccccc2S1(=O)=O)NCc1ccccc1,-4,nt,-4,0,-0.5,nt,-12,14,nt,-6
CSc1ncc(CO)n1Cc1ccccc1,-4,-32,-17,-2,-0.5,1,7,-2,0,1
CN(C)C(=O)N1CCC(C(=O)NCc2ccccc2Cl)CC1,-10,-16,4,-5,-0.3,-1,30,-11,-5,-10
CC(Cc1ccccc1)NC(=O)c1ccc([N+](=O)[O-])cc1 (stereo unspecified),42,-141,-90,24,0.6,-5,7,-30,-4,1
N#C/C(=C\c1ccc(-c2cccc(Cl)c2)o1)C(=O)Nc1cccc2cccnc12,-39,-41,12,-16,2.0,-2,11,10,3,-1
COc1ccc(N2CC(NC(=O)N3CCN(C(=O)c4ccco4)CC3)CC2=O)cc1OC (stereo unspecified),-6,nt,4,-5,-0.7,nt,32,-11,nt,-11
O=C1CCc2cc(NS(=O)(=O)c3ccccc3)cc3c2N1CC3,16,nt,10,0,-18,nt,19,1,nt,-4
CCCn1nnnc1NC(=O)c1cc(Cl)ccc1Cl,-3,20,16,-1,-0.9,3,43,-10,0,-3
CCCNC(=O)COC(=O)/C=C/c1ccco1,3,2,0,-3,0.1,-6,1,?,5,4
Cn1c(N)c(C(=O)COC(=O)C2(c3ccc(F)cc3)CCCC2)c(=O)n(C)c1=O,0,12,25,0,-0.3,2,21,8,5,17
O=C(c1ccccc1)N1CCN(c2ccc([N+](=O)[O-])cc2-n2cccc2)CC1,26,-5,25,-10,-0.1,-1,10,-2,3,3
COc1cc(CNC(C)c2ccccc2)c(Br)cc1OCC(N)=O (stereo unspecified),1,-9,-2,-9,-0.6,2,-5,9,1,3
COc1ccc(NC(=O)CN2CCCCC2)cc1,-8,-26,-14,4,1.3,3,19,-4,-6,4
CS(=O)(=O)N(Cc1ccccc1)c1ccc(C(=O)NCc2ccccc2)cc1,-1,9,13,-6,-0.3,8,19,-13,3,-13
COc1cccc(CNC(=O)c2cc(S(=O)(=O)N3CCCCC3)c[nH]2)c1,5,2,0,0,-0.3,0,1,5,6,1
CCCCC(=O)N/N=C(/C)C1=C(C)C(C)(C)OC1=O,0,-27,16,-7,-0.8,0,20,6,5,-7
CCN(C(=S)Nc1ccc(C(C)=O)cc1)C1CCCCC1,-8,-19,3,-6,-0.2,-1,1,0,2,0
CCOC(=O)CN1C(=O)CC(c2ccccc2)C1=O (stereo unspecified),0,-13,4,-4,0.2,-1,13,0,-1,-1
C=CCc1c(C)nc2cc(-c3ccc(C)cc3)[nH]n2c1=O,12,-148,3,7,2.0,10,15,-1,0,-1
COCCn1c(SCC(=O)NCc2ccc3c(c2)OCO3)nnc1-c1c[nH]c2ccccc12,-14,-31,-16,-4,0.0,0,19,-4,-2,-1

# The list goes on.
SMILES,HSF-1 act,KLF5 inhibitor,aSyn 5UTR inh,HSF1 inh,HIF act,HSP90 inh,AI-2 QS mod,Platelet DG rel,IEC-6 tox,SKKanGAS inh
COc1ccc(C(=O)NC(=S)Nc2ccc(CN3CCCCC3)cc2)cc1Cl,59*,-13,-47,17,-0.6,2,11,19,1,4
CC(O)CNCCNCc1c(OCc2ccccc2)ccc2ccccc12 (stereo unspecified),21,-9,-21,8,1.3,-2,-9,3,6,-5
COc1ccc(S(=O)(=O)NCC(c2cccnc2)N2CCN(Cc3ccccc3)CC2)cc1 (stereo unspecified),1,-57,1,-1,0.1,2,9,1,-1,6
O=C(NC(Cc1ccccc1)C(=O)O)/C(=C/c1ccc([N+](=O)[O-])cc1)NC(=O)c1ccc(Br)o1 (stereo unspecified),12,-22,-4,3,-0.1,2,nt,-3,3,4
CCn1c(CC(=O)Nc2ccccc2)nnc1SCC(=O)NC1CCCC1,31,-20,-7,14,-0.2,-5,14,1,-2,15
O=C(CNC(=O)C12CC3CC(CC(C3)C1)C2)NCc1ccccc1,-62,nt,-10,?,-0.3,nt,12,-5,nt,-21
CCN(Cc1ccccc1)C(=O)Cc1c[nH]c2ccccc12,-1,6,26,1,-0.3,5,9,21,10,4
O=c1cc(CSc2ccc(Cl)cc2)nc(N2CCOCC2)[nH]1,-3,9,13,-11,0.0,0,2,-1,-5,-3
